# D2 PAM: HTS Assay for Positive Allosteric Modulators of the Human D2 Dopamine Receptor: Primary Screen for Potentiators. HEK293 T-REx D2, calcium flux, EC20 dopamine potentiation. potentiation, % at 10 µM. actives 0.34% (n = 340,000);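 active = potentiation over 3 SD above the plate norm, cut at about 30% in these data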; note: 0% is about no effect
#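 Tetracycline-induced Hek293 Trex D2 cells, force-coupled to calcium, loaded with no-wash calcium dye. Compound added with 180 s kinetic read for agonism, then EC20 dopamine and a further 180 s read for potentiation.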
# D1 antagonist: Antagonist of Human D 1 Dopamine Receptor: qHTS. D(1A) dopamine receptor (Homo sapiens), P21728. HEK293 TREx D1 cells, calcium flux, dopamine EC80; hits give low values. activity change, negative = inhibition, % at 10 µM. actives 3.2% (n = 360,000). AID 504652, 2011; in the data active = activity change below about -30%; note: % is set by controls: 0 for no effect and ±100 for the full control effect
# Target sequence (P21728 whole entry, looked up): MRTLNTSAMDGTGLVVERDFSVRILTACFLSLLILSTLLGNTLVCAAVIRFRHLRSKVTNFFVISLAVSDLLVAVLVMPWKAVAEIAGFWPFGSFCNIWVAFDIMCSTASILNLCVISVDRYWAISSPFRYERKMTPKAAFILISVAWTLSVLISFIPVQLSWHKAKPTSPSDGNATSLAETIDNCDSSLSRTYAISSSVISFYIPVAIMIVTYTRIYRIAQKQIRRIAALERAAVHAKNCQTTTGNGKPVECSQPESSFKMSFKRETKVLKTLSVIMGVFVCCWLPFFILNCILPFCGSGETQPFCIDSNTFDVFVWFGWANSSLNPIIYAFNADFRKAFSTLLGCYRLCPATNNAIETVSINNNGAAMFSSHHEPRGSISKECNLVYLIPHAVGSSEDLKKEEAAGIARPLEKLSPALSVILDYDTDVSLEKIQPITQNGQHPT
#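 Allosteric or orthosteric antagonism assessed as attenuation of the calcium response to EC80 dopamine, added 180 s after compound, in induced HEK293 Trex D1 cells loaded with no-wash calcium dye.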
# TRHR agonist: qHTS for Small Molecule Agonists and Allosteric Enhancers of Human TRH Receptor: Primary Screen for Agonists; Thyrotropin-releasing hormone receptor (Homo sapiens), P34981; TRHR cells, calcium flux fluo-8, FDSS agonist mode; activation, % at 2 µM; actives 0.18% (n = 360,000); AID 493084, 2011; note: 0% is about no effect
# Target sequence (P34981 whole entry, looked up): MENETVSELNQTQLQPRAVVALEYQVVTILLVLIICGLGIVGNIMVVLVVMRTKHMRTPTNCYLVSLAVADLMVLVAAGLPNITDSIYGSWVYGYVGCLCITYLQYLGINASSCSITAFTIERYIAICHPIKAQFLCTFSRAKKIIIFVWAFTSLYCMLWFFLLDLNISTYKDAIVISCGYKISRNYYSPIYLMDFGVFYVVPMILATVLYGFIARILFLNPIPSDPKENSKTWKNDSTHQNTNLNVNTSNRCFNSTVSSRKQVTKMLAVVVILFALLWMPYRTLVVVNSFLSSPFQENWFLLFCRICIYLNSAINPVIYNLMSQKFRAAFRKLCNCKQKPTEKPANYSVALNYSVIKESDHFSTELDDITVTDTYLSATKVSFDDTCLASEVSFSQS
#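 TRHR-expressing cells loaded with fluo-8 calcium dye; 23 nL library compound pin-transferred, kinetic FDSS fluorescence (Ex 480/Em 530) recorded about 180 s for agonist-induced calcium release, before a 10 nM TRH EC20 addition for potentiator mode.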
# TRHR enhancer: qHTS for Small Molecule Agonists and Allosteric Enhancers of Human TRH Receptor: Primary Screen for Enhancers; Thyrotropin-releasing hormone receptor (Homo sapiens), P34981; TRHR cells, fluo-8 calcium fluorescence, EC20 TRH enhancement; enhancement, % at 2 µM; actives 0.66% (n = 360,000); in the data active = enhancement above about 30%; note: 0% is about no effect
#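 TRHR-expressing cells loaded with fluo-8 calcium dye were read kinetically (ex 480/em 530) during compound addition, then stimulated with an EC20 of TRH (10 nM final). Enhancement of the Gq-mediated intracellular calcium response was scored.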
# D2 agonist: HTS Assay for Allosteric Agonists of the Human D2 Dopamine Receptor: Primary Screen for Agonists | D(2) dopamine receptor (Homo sapiens), P14416 | HEK293 T-REx D2 cells, calcium flux agonist mode | activation, % at 2 µM | actives 0.53% (n = 340,000) | AID 485358, 2010;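 active = activation over 3 SD above normal in the single-dose calcium agonist read, cut at about 30% in these data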; note: 0% is about no effect
#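 Tetracycline-induced HEK293 T-REx cells with force-coupled D2 receptor, plated overnight at 30 C, loaded with no-wash calcium dye. After a 10 s baseline, compound was pin-added and calcium flux read kinetically for 180 s; calcium rises flagged agonists.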
# D2 antag: HTS Assay for Allosteric Antagonists of the Human D2 Dopamine Receptor: Primary Screen for Antagonists; D(2) dopamine receptor (Homo sapiens), P14416; HEK293 TREx D2 cells, calcium flux, dopamine EC80; inhibition, % at 10 µM; actives 2% (n = 340,000); AID 485344, 2010; in the data active = inhibition above about 30%; note: 0% is about no effect
#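 Calcium mobilization kinetics were recorded at 1 s intervals in tetracycline-induced HEK293 T-REx D2 cells, first for 180 s after compound addition and then 180 s after EC80 dopamine.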
# D1 potentiator: Potentiators of Human D1 Dopamine Receptor: qHTS; HEK293 TREx D1 cells, calcium flux, dopamine EC20 potentiation; potentiation, % at 10 µM; actives 0.036% (n = 360,000); AID 504651, 2011; in the data active = potentiation above about 30%; note: 0% is about no effect
# D1 agonist: Allosteric Agonists of the Human D1 Dopamine Receptor: qHTS; actives 1% (n = 360,000); activation, % at 2 µM; HEK293 T-REx D1 cells, calcium flux, agonist mode; D(1A) dopamine receptor (Homo sapiens), P21728; note: 0% is about no effect
#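 Agonism was scored from calcium flux recorded over 180 s (1 read/s) after pintool compound addition, following a 10-cycle baseline. Cells were inducible force-coupled HEK293 TREx D1, plated overnight at 30 C and loaded with no-wash calcium dye.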
# RXFP1 antag: qHTS Assay for Antagonists of the Relaxin Receptor RXFP1. activity change, negative = inhibition, % at 57.5 µM. Relaxin receptor 1 (Homo sapiens), Q9HBX9. HEK293-RXFP1, relaxin-stimulated cAMP HTRF, 30 min; hits give low values. actives 0.59% (n = 350,000);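 active = activity change of -60% or lower, but not beyond a set lower limit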; note: % is set by controls: 0 for no effect and ±100 for the full control effect
# * = called active by the depositor; / = no result given; & = joins results of further samples. Cut-off read from the data, not from the text of the source, unless noted: active = activation above about 30%; inactive = the rest.
SMILES,D2 PAM,D1 antagonist,TRHR agonist,TRHR enhancer,D2 agonist,D2 antag,D1 potentiator,D1 agonist,RXFP1 antag
CC(=O)N(C)c1ccc(OCC(O)Cn2c3ccc(Cl)cc3c3cc(Cl)ccc32)cc1 (stereo not drawn),5,-12,0.7,5,1.7,7,-4,1,13
O=C(c1ccc(OCC2CCCO2)cc1)N1CCN(c2ccccc2)CC1 (stereo not drawn),-4,-4,0.2,0,1.1,1,-1,1,0
O=C(NCCN1CCOCC1)/C(=C/c1ccc(F)cc1)NC(=O)c1ccccc1,2,-29,0.2,-5,0.5,10,-6,2,13
CCOc1ccc(-c2nnc3sc(COc4ccc(C)cc4)nn23)cc1,1,-7,1.0,0,5.0,-14,-2,2,-1
COc1cc(OC)cc(-c2oc3cccnc3c2C#CCCO)c1,-2,3,-0.6,0,0.1,13,4,2,/
CCOC(=O)C1=C(C)NC(=O)NC1C1CC=CCC1 (stereo not drawn),14,0,0.1,5,0.3,2,2,3,-9
CC(OC(=O)CN1C(=O)c2ccccc2C1=O)C(=O)NC1CCCC1 (stereo not drawn),0,-5,0.3,-13,-0.1,-27,-3,3,-6
Cc1ccc(S(=O)(=O)c2nc(-c3ccccc3Cl)oc2NCCCN2CCOCC2)cc1,1,-8,1.0,35*,-0.2,-12,-4,-1,3
NC(=O)CC(NC(=O)Cc1ccc(Br)cc1)c1ccc(NCCc2ccc(F)cc2)c([N+](=O)[O-])c1 (stereo not drawn),-3,19,0.4,9,0.2,-21,-2,4,/
CC1=NN(C(N)=S)C(=O)C1N=Nc1cccc(Cl)c1C (stereo not drawn),2,-4,0.1,3,-1.1,7,-2,10,7
CC(=O)Nc1nc(C)c(-c2csc(Nc3cccc([N+](=O)[O-])c3)n2)s1,9,-18,-0.4,-3,1.0,-3,-3,-1,-16
O=C(CCCOc1ccc(Br)cc1)NNC(=O)c1ccncc1,8,7,-0.3,-3,0.4,20,-2,5,-2
CN(Cc1c(C(=O)N/N=C/c2cccs2)nnn1-c1nonc1N)c1ccccc1,7,-14,0.1,-1,0.3,8,-3,5,-17
COc1ccc(/C=C/C(=O)OCC(=O)c2c(C)[nH]c3ccccc23)cc1OC,12,-2,0.7,2,5.2,9,-2,5,14
COc1ccc(-n2cnc3ccccc3c2=O)c([N+](=O)[O-])c1,3,0,-0.2,0,0.3,-29,4,2,-1
CCOC(=O)C1CCN(S(=O)(=O)c2ccc(OC)c(OC)c2)CC1,4,1,-1.3,8,0.8,-21,-2,6,0
Oc1c(Br)cc(/C=N/n2c(-c3ccccc3)n[nH]c2=S)cc1Br,2,-1,0.5,2,-0.1,-1,-2,2,-28
COc1cccc(C2CC(=O)Nc3c2c(=O)[nH]c2ncnn32)c1OC (stereo not drawn),2,-3,0.9,4,/,/,0,-1,/
COn1c(=S)[nH]c2ccccc2c1=O,-1,-2,0.2,3,0.1,-7,6,2,3
Cc1ccc(-n2nc3c(=O)n(CC(=O)NCCc4ccc(Cl)cc4)nc(C)c3c2C)cc1,2,13,-0.3,-4,-2.0,2,-2,-2,4
O=c1c2ccccc2[nH]c(=S)n1CCN1CCCCC1,-18,9,0.3,-3,-0.1,5,-13,0,-10
COc1ccc(S(=O)(=O)N(CC(=O)NCc2ccccn2)c2ccc(Cl)cc2)cc1,-18,-1,1.6,-14,13,-1,-7,3,-4
Cc1[nH]n(-c2ccc(Br)cc2)c(=O)c1C=Nc1ccc(S(=O)(=O)Nc2nccs2)cc1,-4,-4,-1.7,15,1.9,-18,-2,2,-13
CCn1c(SCC(=O)N2CCC(C)CC2)nnc1-c1ccco1,-14,-30,0.2,-2,0.2,19,-8,3,-4
CCOc1ccccc1NC(=O)CCc1c(C)nc2c(c(C)nn2-c2ccccc2)c1C,-3,3,0.8,-2,-0.2,/,3,1,6
C=CCn1c(=O)c(C(=O)NCc2ccccc2Cl)c(O)c2ccccc21,1,1,0.2,-5,0.4,5,11,3,-4
Cc1ccc(S(=O)(=O)N2CCN(C(=O)C(C)Cn3nc(C)c(C)c3C)CC2)cc1C (stereo not drawn),-3,1,0.6,-2,/,6,7,-3,-21
CCOC(=O)c1cc2c(=O)[nH]c(C(Cl)(Cl)Cl)nc2o1,7,2,1.1,6,0.0,-6,-2,2,2
COc1cccc(-c2cc(=O)c3cc(NC(=O)c4ccccc4)ccc3[nH]2)c1,-6,-22,0.3,-6,-2.4,5,-5,2,/
Cc1ccc(-c2nnc(Nc3cccc(Br)c3)c3ccccc23)cc1S(=O)(=O)NCC1CCCO1 (stereo not drawn),-31,-12,0.9,11,-0.8,/,0,3,-3
CCn1c(O)c(N=NC(=O)Cc2csc(N3CCOCC3)n2)c2ccccc21,2,11,-1.1,-4,0.8,-7,2,1,-3
Cc1ccc(C)c(N2CCN(C(=O)C3CCN(c4nnc(N5CCCC5=O)s4)CC3)CC2)c1,10,0,-1.0,2,1.0,4,13,4,3
CN(C)S(=O)(=O)c1cccc(N=C2SCCN2Cc2ccccc2)c1,-7,-7,-0.6,0,0.8,-11,-4,10,3
O=C(NCCS(=O)(=O)N1CCN(c2ccccc2)CC1)c1ccc(Br)o1,-7,21,-0.2,-6,0.2,9,-4,2,-2
CC1CCN(CCCn2c(SCC(=O)Nc3ccccc3Cl)nc3ccccc3c2=O)CC1,/,-3,-0.1,-9,0.9,-3,1,9,-3
COc1ccc(C2C(=O)N(C3CCCCC3)CC(=O)N2C2CCCCC2)cc1 (stereo not drawn),-11&-6,33&3,-0.4&0.6,4&-2,-0.6,2,-2&1,-1&-1,-7&23
COc1ccc(NC(=S)N2CCN(c3ncccn3)CC2)cc1,4,10,-1.9,3,6.8,1,2,2,1
CC(=O)Nc1ccc(NC(=O)CN(c2ccc(C(C)C)cc2)S(=O)(=O)c2ccccc2)cc1,13,24,-0.5,9,1.3,0,-3,3,-7
CCOc1ccc(N(CC(=O)OC)S(=O)(=O)c2ccc3c(c2)n(C)c(=O)c(=O)n3C)cc1,-8&-5,-3&-8,0.0&0.1,6&11,-0.1&0.2,-4,-7&2,3&1,-20
CC(NC(=O)c1ccc(Br)cc1)C(=O)NC1=NCCS1 (stereo not drawn),5,9,-0.3,0,-1.1,-4,-1,2,7
CCCc1[nH]nc2c1C(c1ccc(O)c(OC)c1)C(C#N)=C(N)O2 (stereo not drawn),-18,-13,0.5,-1,0.3,-13,3,4,10
CN(C)c1ncnc2sc(-c3ccccc3)cc12,10,7,-1.0,3,0.1,-5,22,1,8
O=C(NCC1CCCO1)c1ccc(S(=O)(=O)Nc2ccc(F)cc2)cc1 (stereo not drawn),-8,-9,0.7,-6,1.4,-24,-4,24,-17
Cc1ccc(N=Nc2c(C)[nH]n(C(N)=S)c2=O)cc1,-11,-11,0.7,8,-0.5,-6,-3,0,3
O=C(CCCn1c(=O)c2cccn2c2cccnc21)N1CCN(c2ccccc2F)CC1,7,-3,0.7,8,0.4,26,1,0,0
COc1ccc(CC(=O)Nc2ccccc2C(=O)NCCc2ccccc2)cc1,10,7,0.2,-9,-2.5,-10,-1,-1,-7
Fc1ccc(CSc2nnc(Cc3sc(-c4ccccc4)nc3-c3ccccc3)o2)cc1,-5,3,2.0,2,2.0,-6,6,8,-3
COc1cccc(C(=O)N2CCCC(CCC(=O)NCc3ccc(F)c(F)c3)C2)c1 (stereo not drawn),-7,-26,-0.6,3,-1.4,34*,-6,1,-8

# As a working copy, some entries already given.
SMILES,D2 PAM,D1 antagonist,TRHR agonist,TRHR enhancer,D2 agonist,D2 antag,D1 potentiator,D1 agonist,RXFP1 antag
COc1ccc(NC(=S)N2CCN(c3ncccn3)CC2)cc1,4,10,-1.9,3,6.8,1,2,2,1
CC(=O)Nc1ccc(NC(=O)CN(c2ccc(C(C)C)cc2)S(=O)(=O)c2ccccc2)cc1,13,24,-0.5,9,1.3,0,-3,3,-7
CCOc1ccc(N(CC(=O)OC)S(=O)(=O)c2ccc3c(c2)n(C)c(=O)c(=O)n3C)cc1,-8&-5,-3&-8,0.0&0.1,6&11,-0.1&0.2,-4,-7&2,3&1,-20
CC(NC(=O)c1ccc(Br)cc1)C(=O)NC1=NCCS1 (stereo not drawn),5,9,-0.3,0,-1.1,-4,-1,2,7
CCCc1[nH]nc2c1C(c1ccc(O)c(OC)c1)C(C#N)=C(N)O2 (stereo not drawn),-18,-13,0.5,-1,0.3,-13,3,4,10
CN(C)c1ncnc2sc(-c3ccccc3)cc12,10,7,-1.0,3,0.1,-5,22,1,8
O=C(NCC1CCCO1)c1ccc(S(=O)(=O)Nc2ccc(F)cc2)cc1 (stereo not drawn),-8,-9,0.7,-6,1.4,-24,-4,24,-17

# The results go on.
SMILES,D2 PAM,D1 antagonist,TRHR agonist,TRHR enhancer,D2 agonist,D2 antag,D1 potentiator,D1 agonist,RXFP1 antag
O=C(Cc1ccc(O)cc1)NCCNC(=S)NCc1ccccc1,4,22,0.3,0,-0.7,-2,-2,3,-8
CCN1CCN(C(=O)CS(=O)(=O)Cc2nc(-c3cccc(OC)c3)oc2C)CC1,-1,20,-0.1,-5,-0.1,-9,-1,0,4
COc1ccc(OC)c(NC(=O)c2nnn(Cc3ccccc3C)c2N)c1,19,-52*,-1.2,2,-0.3,6,3,2,6
Cc1nnc2n(C3CCCCC3)c(=O)c3c4c(sc3n12)CCC4,-1,2,-0.1,2,0.1,22,2,-1,/
COCc1[nH][nH]c(=O)c1C=Nc1ccc(Cl)cc1,-2,-2,0.6,5,0.1,-5,0,-1,-3
CCc1cccc(NC(=O)C(Cc2ccccc2)NS(=O)(=O)c2cccs2)c1 (stereo not drawn),-2,13,0.2,3,/,/,0,5,/
COC(=O)c1nnn(-c2nonc2N)c1CN1CCc2ccccc21,-5,-3,-0.3,-1,-0.1,-9,-6,1,3
COc1ccccc1OCCNC(=O)c1ccccc1C,-4,3,-0.5,-2,-0.6,0,-2,3,-23
O=C(Nc1nc2n(n1)C(c1ccc(Cl)cc1)C=C(c1ccccc1)N2)c1ccco1 (stereo not drawn),3,2,0.2,-1,0.9,/,0,1,14
COc1cc(/C=N/NC(=O)c2ccncc2)cc(OC)c1OC,5,-12,0.1,-3,0.8,3,-3,1,0
Cc1cccc(N2CCN(C(=O)c3nn(C)c4c3CS(=O)(=O)c3ccccc3-4)CC2)c1C,12&10,4&5,0.3&-0.4,3&-2,-0.1&-0.4,2,1&-5,1&1,-22&-2
Cc1ccc(S(=O)(=O)NCc2ccccc2)cc1C(=O)N1CC(C)CC(C)C1 (stereo not drawn),-10,14,0.3,22,0.4,11,-1,0,5
